LDHA inh: qHTS assay for inhibitors of human lactate dehydrogenase; L-lactate dehydrogenase A chain (Homo sapiens), P00338; AID 1347041, 2019; activity change, % (values are at about 110 or 230 µM); purified LDHA, NADH/diaphorase-resazurin fluorescence; hits give low values; 480,000 tested, 0.15% active; in the data active = activity change below about -30%; inconclusive = mostly about -25% to -30%;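 note: plate controls were DMSO wells for no effect and wells without enzyme for full effect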
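Resorufin fluorescence (ex540/em590), read at 0 and 20 min after diaphorase/resazurin addition, reports the NADH left after a 5 min room-temperature reaction of 2 nM human LDH5 with 0.06 mM NADH and 0.2 mM pyruvate.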
RGS4 inhibitor: Inhibitors of Regulator of G Protein Signaling (RGS) 4: qHTS. Potency, µM (titrated, usually from 114 µM), inactives show at the top dose activity change, negative = inhibition, hits mostly inhibitors. Transcreener GDP fluorescence polarization, RGS4-accelerated GTP hydrolysis. Regulator of G-protein signaling 4 (Homo sapiens), P49798. AID 504845, 2011. 390,000 tested, 0.039% active; note: potency is the fitted concentration of half-maximal effect; % is set by controls: 0 for no effect and ±100 for the full control effect; nearly all actives have a fitted effect of over 75% in size; some results filed as inactive show a strong effect at the top dose
Target sequence (P49798 whole entry, looked up): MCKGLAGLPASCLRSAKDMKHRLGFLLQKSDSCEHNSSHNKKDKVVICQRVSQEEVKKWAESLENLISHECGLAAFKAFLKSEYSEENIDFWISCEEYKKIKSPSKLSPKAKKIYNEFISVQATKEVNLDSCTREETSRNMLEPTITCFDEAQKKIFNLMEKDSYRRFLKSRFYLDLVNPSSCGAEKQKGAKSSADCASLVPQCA
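MLSMR compounds (23 nl, pin-transferred) preincubated 10 min at room temperature with a 500nM (2x) first reagent, then RGS4 at 900nM (2x) plus Transcreener GDP mix added; fluorescence polarization (620/688 nm) read before and after 90 min at 30 °C.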
mIDH1 inhibitor: qHTS for Inhibitors of mutant isocitrate dehydrogenase 1 (IDH1): qHTS; Isocitrate dehydrogenase [NADP] cytoplasmic (Homo sapiens), O75874; IDH1-R132H enzyme, NADPH consumption, diaphorase/resazurin fluorescence; Potency, µM (top dose mostly 76.6 µM), for inactives: at the top dose activity change, negative = inhibition, actives largely listed as inhibitors; 390,000 tested, 0.093% active; note: potency is the fitted concentration of half-maximal effect; % is set by controls: 0 for no effect and ±100 for the full control effect; nearly all actives have a fitted effect of over 65% in size
Target sequence (O75874 whole entry R132H, stated change not applied): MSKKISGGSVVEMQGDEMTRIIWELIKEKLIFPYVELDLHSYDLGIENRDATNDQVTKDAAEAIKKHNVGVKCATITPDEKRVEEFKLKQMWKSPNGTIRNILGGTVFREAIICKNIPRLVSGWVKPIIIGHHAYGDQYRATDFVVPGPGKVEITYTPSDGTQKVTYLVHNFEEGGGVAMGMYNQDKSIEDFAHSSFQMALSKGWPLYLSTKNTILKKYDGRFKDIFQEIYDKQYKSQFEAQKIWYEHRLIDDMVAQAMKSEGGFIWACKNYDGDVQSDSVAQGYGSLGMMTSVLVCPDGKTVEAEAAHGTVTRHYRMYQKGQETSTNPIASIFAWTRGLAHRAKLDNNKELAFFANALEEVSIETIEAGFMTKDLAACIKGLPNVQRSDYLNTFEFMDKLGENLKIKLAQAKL
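IDH1-R132H (0.5 ug/mL dispensed) in pH 7.5 Tris buffer was preincubated 30 min with compound, then given a substrate mix of 0.016 mM NADPH and 2 mM alpha-KG for 80 min at room temperature; remaining NADPH was read by diaphorase/resazurin fluorescence.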
Vif-APOBEC3G blk: qHTS for Inhibitors of Vif-A3G Interactions: qHTS; DNA dC->dU-editing enzyme APOBEC-3G (Homo sapiens), Q9HC16; Potency, µM (series often up to 46.1 µM), for inactives: at the highest dose activity, negative = active, actives largely listed as inhibitors; 410,000 tested, 0.076% active; AID 602310, 2012; HeLa A3G-eYFP + Vif (tagged APOBEC3G with the HIV-1 protein that degrades it), YFP fluorescence, overnight;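 note: potency is the fitted concentration of half-maximal effect; % is set by controls: 0 for no effect and ±100 for the full control effect; nearly all actives have a fitted effect of over 60% in size; hits raise eYFP signal because A3G escapes Vif-driven loss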
Target sequence (Q9HC16 whole entry, looked up): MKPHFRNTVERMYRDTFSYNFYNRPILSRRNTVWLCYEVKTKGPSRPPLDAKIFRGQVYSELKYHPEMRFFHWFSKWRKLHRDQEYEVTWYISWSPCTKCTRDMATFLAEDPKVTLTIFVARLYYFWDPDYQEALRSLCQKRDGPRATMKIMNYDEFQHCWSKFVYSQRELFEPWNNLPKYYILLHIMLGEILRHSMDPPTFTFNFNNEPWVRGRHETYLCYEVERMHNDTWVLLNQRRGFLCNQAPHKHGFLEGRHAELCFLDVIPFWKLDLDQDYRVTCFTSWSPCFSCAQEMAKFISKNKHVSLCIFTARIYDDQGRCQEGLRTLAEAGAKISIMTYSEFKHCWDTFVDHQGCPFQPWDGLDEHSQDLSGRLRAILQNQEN
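Read-out is eYFP fluorescence (Ex 488/Em 500-530) from Vif-expressing HeLa A3G-eYFP cells; more signal means A3G escaped Vif-mediated degradation. Cells plated overnight, compound pinned in, incubated overnight at 37 deg C.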
rTrxR1 inhibitor: qHTS Assay for Inhibitors of Mammalian Selenoprotein Thioredoxin Reductase 1 (TrxR1): qHTS; recombinant rTrxR1, NADPH fluorescence consumption, selenite substrate; Thioredoxin reductase 1, cytoplasmic (Rattus norvegicus), O89049; Potency, µM (top dose mostly 114 µM), for the others: at the highest dose activity change, negative = inhibition, most hits filed as inhibitors; 390,000 tested, 1% active; note: potency is the fitted concentration of half-maximal effect; % is set by controls: 0 for no effect and ±100 for the full control effect; nearly all actives have a fitted effect of over 65% in size
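Rat TrxR1 (90 nM in the dispensed reagent) was pre-reduced with 400 uM NADPH for 5 min at room temperature, then incubated with compound for 15 min. After 400 uM selenite was added, NADPH fluorescence (Ex 340/Em 450 nm) was followed for 8 min.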
USP1 inh: Inhibitors of USP1/UAF1: Primary Screen; Potency, µM (series often up to 57.1 µM), for inactives: at the top dose activity change, negative = inhibition, usual class: inhibitors; 390,000 tested, 0.23% active; Ubiquitin carboxyl-terminal hydrolase 1 (Homo sapiens), O94782; recombinant USP1/UAF1, Ub-Rhodamine cleavage fluorescence; note: potency is the fitted concentration of half-maximal effect; % is set by controls: 0 for no effect and ±100 for the full control effect; nearly all actives have a fitted effect of over 60% in size; inactives centre near -12
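USP1/UAF1 complex at 1 nM was preincubated with compound for 15 min at room temperature, then Ub-Rho substrate (150nM final) was added. Fluorescence (480/540 nm) was read kinetically, 6 reads every 60 seconds.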
Glioma ERSR ind: qHTS for Inducers of the Endoplasmic Reticulum Stress Response (ERSR) in Human Glioma: qHTS; U87-MG GRP78 promoter luciferase reporter, 16 h; Potency, µM, without a hit: at the top dose activation, usual class: activators; AID 602332, 2012; 420,000 tested, 0.02% active; note: potency is the fitted concentration of half-maximal effect; series mostly up to about 76 µM; % of control where 0% means no effect; nearly all actives have a fitted effect of over 35% in size
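Stably transfected U87-MG glioma cells carrying a GRP78-based luciferase sensor; 16 h compound incubation. Luminescence end-point read 10 min after Bright-Glo addition at room temperature.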
TrxR1 substrate: qHTS Assay for Substrates of Mammalian Selenoprotein Thioredoxin Reductase 1 (TrxR1): qHTS; Thioredoxin reductase 1, cytoplasmic (Rattus norvegicus), O89049; purified TrxR1 substrate turnover, NADPH consumption readout; Potency, µM (doses to about 114 µM), for inactives: at the top dose activity change, negative = substrate turnover; 390,000 tested, 0.01% active; note: potency is the fitted concentration of half-maximal effect; % is set by controls: 0 for no effect and ±100 for the full control effect; nearly all actives have a fitted effect of over 50% in size
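Rat TrxR1, dispensed at 90 nM, was prereduced with 400 uM NADPH (final) for 5 min at ~22 deg C, then incubated with compound 15 min before 400 uM selenite. A first-read NADPH fluorescence drop versus no-compound background flagged substrates.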
Vif-APOBEC3F blk: qHTS for Inhibitors of Vif-A3F Interactions: qHTS | HeLa A3F-eYFP + Vif (tagged APOBEC3F with the HIV-1 protein that degrades it), YFP fluorescence increase | Potency, µM (titrated, usually from 46.1 µM), without a hit: at the top dose activity, negative = active | 390,000 tested, 0.2% active; note: potency is the fitted concentration of half-maximal effect; % of control where 0% means no effect; nearly all actives have a fitted effect of over 65% in size
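Fluorescence increase (Ex 488/Em 500-530) after overnight compound treatment at 37 deg C flags inhibition of Vif-driven A3F-eYFP loss in stable HeLa A3F-eYFP/Vif cells seeded overnight beforehand.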
An asterisk follows results filed as active; ? = inconclusive; & = joins results of further samples; [ ] = remark or other dose. Unless noted, calls come from the whole dose curve; as a rule, active = well fitted curve in the direction sought with a large enough effect; inconclusive = small, poorly fitted or top-dose-only effect, or another doubt; inactive = no such curve, though single readings can be large; an effect the other way counts as inactive or inconclusive.

SMILES	LDHA inh	RGS4 inhibitor	mIDH1 inhibitor	Vif-APOBEC3G blk	rTrxR1 inhibitor	USP1 inh	Glioma ERSR ind	TrxR1 substrate	Vif-APOBEC3F blk
COc1ccc(N2CCN(S(=O)(=O)c3cn(C)cn3)CC2)cc1	0	-31%	-5%	-1%	-21%	-12%	-7%	-13%	0%
CC(=O)c1cc(C(=O)N2CCc3c([nH]c4ccccc34)C2CC(C)C)[nH]n1 (stereo not given)	0	-11%	8%	-21%	-6%	-29%	1%	0%	3%
CCCN(CC(=O)Nc1ccccc1OC)C(=O)CCNC(=O)c1ccccc1OC	0	2%	3%	1%	-12%	-17%	0%	-8%	0%
Cc1ccccc1-n1nnnc1SCc1cc(=O)n2ccsc2n1	0	11%	-3%	-1%	-1%	-16%	1%	-6%	-2%
CCc1nnc(SCc2ccc(F)cc2Cl)c2cc3sc(C)cc3n12	3	-7%	5%	1%	?	-3%	-2%	-19%	2%
O=C([C@H](Cc1ccc(O)cc1)n1cc(CCO)nn1)N1CCNCC1	-3	2%	8%	0%	12%[57.1 µM]	-7%	2%	3%	6%
OC(c1ccccn1)C1CCN(Cc2nc(C(c3ccccc3)c3ccccc3)no2)CC1 (stereo not given)	1	30%	7%	-2%	-10%	-2%	4%	-10%	-12%
COc1ccc(N2CC(C(=O)Nc3cccnc3)CC2=O)cc1 (stereo not given)	-1	-7%	-11%	0%	12%	-13%	4%	7%	-27%
CCOC(=O)c1c(NC(=O)COc2ccccc2)sc(C(C)=O)c1C	1	-48%	24%	3%	20%[57.1 µM]	-9%	-3%	-1%[57.1 µM]	4%
Cc1ccc(Nc2c(-c3ccc(N4CCOCC4)cc3)nc3cccc(C)n23)cc1	1	7%	-1%	-2%	33%	?	2%	117%[activator]	-24%
Cc1nc(CN2CCN(Cc3nc(C(c4ccccc4)c4ccccc4)no3)CC2)cs1	-16	13%	-12%	-5%	-15%[57.1 µM]	-7%	-2%	-10%[57.1 µM]	2%
FC(F)(F)c1cc(-c2ccco2)nc(NCc2cccs2)n1	2	-8%[56.9 µM]	4%	-12%	?	?	-6%	7%	-8%
Nc1ncnc2c1ncn2[C@@H]1O[C@H](CNS(=O)(=O)C2CC2)[C@@H](O)[C@H]1O	-1	16%	-3%	-2%	18%	-18%	-1%	0%	0%
COC(=O)c1sccc1NC(=O)Nc1ccccc1C	-4	9%	16%	2%	13%	-20%	-3%	-3%	1%
COc1ccc(S(=O)(=O)N(CC(=O)NC2CC2)C2CCCCC2)cc1Cl	-3	31%	10%	2%	36%	-7%	-3%	17%	-5%
COc1cccc(-c2nn[nH]n2)c1O	13	-5%	1%	1%	-10%	-14%	1%	-2%	2%
CC(C)n1c(CN2CCN(C(=O)c3ccco3)CC2)nc2c1c(=O)n(C)c(=O)n2C	-1	3%	0%	1%	24%	-23%	-2%	5%	1%
Cc1cccc(/C=N\NC(=O)c2csnn2)c1	-8	-36%	4%	0%	11%[57.1 µM]	2%	-4%	-7%	-10%
COc1ccc(C2C(C#N)=C(N)Nc3onc(C(C)(C)C)c32)c(OC)c1 (stereo not given)	-8	-26%	2%	?	-14%	-11%	-3%	-11%	-15%
COC(=O)C1(S(=O)(=O)c2cc(Br)cc3c2N(C(C)=O)CC3)CC1	-5	-3%	2%	-3%	-6%	6%	-5%	7%[57.1 µM]	-1%
O=C(CN1CCN(c2ccc(O)cc2)CC1)NC(c1ccccc1)c1ccccc1	12	-34%	4%	-8%	6%	-1%	-1%	-4%	0%
COc1ccc(N2CCN(CC(=O)Nc3ccc(C)c(C)c3)CC2)cc1	-4	7%	6%	-9%	5%	-2%	4%	-5%	-5%
COc1ccc(OC)c(C2C(C#N)=C(N)Oc3cc(C)n(Cc4ccccn4)c(=O)c32)c1 (stereo not given)	-1	-10%	0%	0%	-11%	-23%	1%	-8%	-2%
CCN(CC)C(=O)CSc1nc2ccccc2c(=O)n1OC	-5	5%	5%	-1%	-1%	-13%	-3%	-7%	?
COc1cc(C2c3c(oc4ccccc4c3=O)C(=O)N2c2nc(C)c(C)s2)ccc1O (stereo not given)	-6	-12%	44%[activator]	0%	-18%	-9%	0%	-4%	1%
SMILES	LDHA inh	RGS4 inhibitor	mIDH1 inhibitor	Vif-APOBEC3G blk	rTrxR1 inhibitor	USP1 inh	Glioma ERSR ind	TrxR1 substrate	Vif-APOBEC3F blk
CSCCC(C(=O)O)N1C(=O)c2ccc(C(=O)O)cc2C1=O (stereo not given)	-2	-10%	11%	-3%	10%	-15%	-1%	-2%	0%
CN(C)c1ccc(NC(=O)CN2CCN(CC(=O)Nc3ccc(F)cc3)CC2)cc1	-4	17%[11.4 µM]	0%	-3%	7%[57.1 µM]	-6%	0%	7%[57.1 µM]	-2%
CC(C)(C)c1ccc(NC(=O)COC(=O)c2ccc(NS(=O)(=O)c3ccc(F)c(F)c3)cc2)cc1	0	11%	-5%	-11%	-2%	-8%	-2%	-14%	-15%
Cc1ccc2c(=O)c(C(=O)c3cccc(Cl)c3)cn(CC(=O)NC3CCCCC3)c2n1	-5	4%	-13%	-11%	12%[57.1 µM]	-12%	-4%	0%[57.1 µM]	-12%
CC(C)CC(NC(N)=O)C(=O)Nc1cccc([N+](=O)[O-])c1 (stereo not given)	-7	-17%	1%	2%	22%[57.1 µM]	-11%	-2%	10%[57.1 µM]	1%
Cc1c(CCOC(=O)C23CC4(C)CC(C)(CC(C)(C4)C2)C3)sc[n+]1CC(=O)c1ccccc1	8	1%	12%	-1%	6%[57.1 µM]	-3%	-16%	0%[57.1 µM]	7%
COc1cccc(NS(=O)(=O)c2cc3c4c(c2)CCC(=O)N4CCC3)c1	-1	-36%	5%	-9%	-9%	-6%	-4%	-3%	6%
O=C1Nc2ccc(S(=O)(=O)N(CCO)CCO)c3cccc1c23	0	?	0%	5%	14%[57.1 µM]	-23%	-4%	43%[activator][57.1 µM]	3%
Cc1nc(N2CCN(C(=O)c3cccs3)CC2)c2c3c(sc2n1)CCCC3	-7	24%	?	0%	3%[57.1 µM]	-8%	-2%	-1%[57.1 µM]	-30%
CCOc1ccc(C(=O)NC(C(=O)N2CCC2)C(C)C)cc1 (stereo not given)	-3	48%	1%	-4%	6%	-6%	-2%	-1%	-1%
OC(CN1CCN(c2ncc(C(F)(F)F)cc2Cl)CC1)c1ccccc1 (stereo not given)	-1	-20%	-1%	-2%	-2%	-11%	-4%	-6%	-10%
CCOc1ccc2c(c1)C(C)=CC(C)(C)N2	-5	-18%	0%	-1%	8%	?	11%&-3%&-1%&-2%	91%[activator]	10%
COc1ccccc1[C@@H]1C(c2cccc(C)c2)=NN(c2ccccc2)[C@H]1C(=O)N1CCOC1=O	-3	-6%	-8%	-6%	66%[activator][57.1 µM]	-18%	-4%&-3%	60%[activator][57.1 µM]	1%
NC(=O)c1ccc(Oc2ccc(-c3nnco3)cc2)c([N+](=O)[O-])c1	-8	21%	10%	2%	17%[57.1 µM]	-18%	-2%	8%[57.1 µM]	0%
O=C(O)CCCC(=O)N1CCN(C(c2ccccc2)c2ccccc2)CC1	-1	17%	0%	-1%	13%	-20%	-3%	3%	2%
Cc1ccc(F)cc1NC(=O)Cc1nn(C)c(=O)c2ccccc12	-11	-10%	1%	-7%	12%[57.1 µM]	-12%	-3%	3%[57.1 µM]	1%
Cc1ccc(/C=C2\SC(=S)N(CCCC(=O)N3CCOCC3)C2=O)cc1	0	-11%	1%	-6%	9%	-26%	-13%	-5%	1%
COc1cc(C(=O)NNC(=O)CNC(=O)C2CCCCC2)ccc1OC(C)C	-9	17%	-3%	-3%	6%[57.1 µM]	?	1%	5%[57.1 µM]	-1%
Cc1ccc(S(=O)(=O)C(c2ccccc2)c2c(C)noc2C)cc1 (stereo not given)	2	-21%	5%	-13%	10%	-20%	-4%	0%	1%
COc1ccccc1NC(=O)CN1CCN(c2ccc(Cl)cc2)CC1	-1	-24%[11.4 µM]	2%	-6%	10%[57.1 µM]	-15%	-5%	-10%[57.1 µM]	2%
COc1ccc(-c2noc(CCC(=O)Nc3cc(OC)ccc3OC)n2)cc1	4	3%	5%	1%	17%[57.1 µM]	-18%	-4%	-7%[57.1 µM]	1%
CN1C(=O)c2ccc(C(=O)Nc3ccc(Br)cn3)cc2C1=O	1	4%	-3%	-8%	32%	-21%	-3%	8%	1%

Screening results: PubChem, National Center for Advancing Translational Sciences (NCATS)

The list is partial; rates above refer to the full screens.
